IDE exosite FP: exo-site inhibitors of human insulin-degrading enzyme; P14735; purified IDE, FL-6b probe fluorescence polarization; stronger effect = lower value; z-score at 20 µM; 17,000 tested, 6.3% active; AID 1259349;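 active = z-score of -3 or lower, meaning strong loss of probe binding signal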;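 also: His-tagged human IDE residues 42-1019 made in E. coli with 30 nM FL-6b probe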
Target sequence (P14735 42-1019 limits assumed): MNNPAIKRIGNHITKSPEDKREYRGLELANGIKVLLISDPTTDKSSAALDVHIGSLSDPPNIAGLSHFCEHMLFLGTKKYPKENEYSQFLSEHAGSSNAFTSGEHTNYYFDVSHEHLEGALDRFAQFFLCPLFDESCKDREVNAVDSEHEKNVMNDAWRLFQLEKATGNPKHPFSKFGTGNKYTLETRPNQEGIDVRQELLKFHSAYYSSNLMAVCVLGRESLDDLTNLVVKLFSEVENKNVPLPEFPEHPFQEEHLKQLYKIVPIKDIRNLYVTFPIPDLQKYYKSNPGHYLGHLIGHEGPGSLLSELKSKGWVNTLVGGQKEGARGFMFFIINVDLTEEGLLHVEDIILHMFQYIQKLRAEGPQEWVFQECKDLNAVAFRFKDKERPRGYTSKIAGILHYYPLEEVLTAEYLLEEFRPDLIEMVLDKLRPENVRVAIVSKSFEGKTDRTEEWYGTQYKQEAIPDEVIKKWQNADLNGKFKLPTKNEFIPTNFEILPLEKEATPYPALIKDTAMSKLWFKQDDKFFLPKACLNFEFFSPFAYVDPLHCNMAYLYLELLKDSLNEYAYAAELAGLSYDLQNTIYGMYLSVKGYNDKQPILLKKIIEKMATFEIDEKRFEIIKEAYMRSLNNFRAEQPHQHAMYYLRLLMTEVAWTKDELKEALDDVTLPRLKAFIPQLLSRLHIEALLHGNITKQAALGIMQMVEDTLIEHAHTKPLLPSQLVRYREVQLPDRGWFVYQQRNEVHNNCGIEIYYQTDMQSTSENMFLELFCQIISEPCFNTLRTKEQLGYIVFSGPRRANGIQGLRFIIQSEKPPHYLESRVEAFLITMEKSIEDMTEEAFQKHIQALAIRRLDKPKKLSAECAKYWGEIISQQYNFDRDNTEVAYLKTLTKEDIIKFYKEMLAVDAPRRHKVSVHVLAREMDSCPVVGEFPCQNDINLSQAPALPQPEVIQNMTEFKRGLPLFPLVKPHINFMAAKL
Active calls of the source: *; & = joins results of further samples.

SMILES	IDE exosite FP
CC(C)CC#Cc1ccc([C@H]2[C@H](CO)N3C(=O)CN(C(=O)NC(C)C)C[C@@H]23)cc1	-0.81
CS(=O)(=O)N1[C@@H](C#N)[C@@H](c2ccccc2-c2ccccc2)[C@@H]1CO	2.4
OC[C@H]1[C@H](c2ccc(C#Cc3ccccc3F)cc2)[C@H]2CN(Cc3cncnc3)CCCCN21	-5.7*
O=C(Cc1ccncc1)N1CC(=O)N2[C@H](C1)[C@H](c1ccc(C3=CCCC3)cc1)[C@@H]2CO	2.7
CCCC#Cc1ccc([C@H]2[C@H](CO)N3CCCCN(Cc4cccnc4)C[C@@H]23)cc1	0.4
CC(C)C#Cc1ccc([C@@H]2[C@@H](C#N)N(C(=O)c3cccc(F)c3)[C@@H]2CO)cc1	1.4
O=C(Nc1ccccc1F)N1CCCCN2[C@H](CO)[C@@H](c3ccc(-c4cccnc4)cc3)[C@H]2C1	-1.5
c1ccc(-c2ccc(C3[C@H]4CNC[C@@H]3N4Cc3nccs3)cc2)cc1 (stereo not given in full)	4.6&1.6
COc1ccc2c3c(n(C)c2c1)[C@H](CO)N(C(C)=O)CC31CN(S(=O)(=O)c2ccccc2)C1	0.21
Cc1cccc(-c2ccc([C@@H]3[C@@H](CO)N4CCCCN(S(=O)(=O)c5ccccc5F)C[C@@H]34)cc2)c1	-27*
CCCNC(=O)N1CC(=O)N2[C@H](CO)[C@H](c3ccc(-c4cccc(C)c4)cc3)[C@@H]2C1	-16*
Cc1ccccc1S(=O)(=O)N1CCCCN2[C@H](CO)[C@H](c3ccc(-c4cccnc4)cc3)[C@H]2C1	0.44
COc1ccc2c3c([nH]c2c1)[C@H](CO)N(C(=O)CC1CC1)CC31CN(Cc2cccnc2)C1	0.21
COCC#Cc1ccc([C@@H]2[C@H](CO)N3C(=O)CN(C(=O)Nc4cc(F)ccc4F)C[C@@H]23)cc1	1.9
N#Cc1cccc(-c2ccc([C@H]3[C@@H](CO)N4CCCCN(C(=O)Nc5cccc(F)c5)C[C@@H]34)cc2)c1	3.8
COCC(=O)Nc1ccc2c(c1)C(=O)N(C)[C@H]1CC[C@@H](CC(=O)N3CCc4ccccc4C3)O[C@H]1CO2	-0.3
COc1ccc(NC(=O)N2CC(=O)N3[C@H](CO)[C@@H](c4ccc(Br)cc4)[C@@H]3C2)cc1	-1.4
C[C@H](CO)N1C[C@H](C)[C@H](CN(C)C(=O)c2ccc(N3CCN(C)CC3)cc2)OCc2cnnn2CCCC1=O	-1.2
CN(C)Cc1cn(CC[C@@H]2CC[C@H](NC(=O)Cc3cccnc3)[C@H](CO)O2)nn1	-0.34
CN1CCN(C(=O)C[C@@H]2CC[C@H]3[C@@H](COc4ccc(NC(=O)C5CCOCC5)cc4C(=O)N3C)O2)CC1	-0.95

IDE exosite FP, entries above that show a hit
SMILES	IDE exosite FP
OC[C@H]1[C@H](c2ccc(C#Cc3ccccc3F)cc2)[C@H]2CN(Cc3cncnc3)CCCCN21	-5.7*
Cc1cccc(-c2ccc([C@@H]3[C@@H](CO)N4CCCCN(S(=O)(=O)c5ccccc5F)C[C@@H]34)cc2)c1	-27*
CCCNC(=O)N1CC(=O)N2[C@H](CO)[C@H](c3ccc(-c4cccc(C)c4)cc3)[C@@H]2C1	-16*

Carrying on.
SMILES	IDE exosite FP
CN(C)C(=O)c1cccc(-c2ccc([C@H]3[C@H]4CN(CC5CCOCC5)CCCCN4[C@H]3CO)cc2)c1	1.9
O=C(C[C@H]1CC[C@H]2[C@@H](COC[C@@H](O)CN2C(=O)c2ccncc2)O1)NCc1cc(F)cc(F)c1	1.8
COc1ccc2c3c([nH]c2c1)[C@H](CO)NCC31CN(C(=O)Nc2c(C)noc2C)C1	1.3
O=C(CC1CC1)N1[C@@H](CO)[C@@H](c2ccccc2)C12CN(Cc1ccccc1)C2	-0.53
Cc1ccc(S(=O)(=O)N2C[C@H](O)COC[C@H]3O[C@@H](CC(=O)NCc4ccc5c(c4)OCO5)CC[C@@H]32)cc1	-0.4
O=C(O)C[C@@H]1C[C@@H]2c3cc(NC(=O)Nc4ccc(C(F)(F)F)cc4)ccc3O[C@@H]2[C@@H](CO)O1	-0.93
CN1C(=O)c2cc(NC(=O)Nc3ccc(Cl)cc3)ccc2OC[C@@H]2O[C@H](CC(=O)NCCN3CCCCC3)CC[C@H]21	-0.35
C[C@@H]1CN([C@@H](C)CO)C(=O)CCCn2nncc2CO[C@H]1CN(C)C(=O)Nc1cccc(Oc2ccccn2)c1	-0.032
C[C@H]1CN([C@@H](C)CO)C(=O)CCCn2cc(nn2)CO[C@H]1CN(C)C(=O)c1ccc(N2CCN(C)CC2)cc1	-0.66
C[C@@H]1CCCCO[C@H](CN(C)C(=O)Cc2ccccc2)[C@H](C)CN([C@H](C)CO)C(=O)c2cc(NS(C)(=O)=O)ccc2O1	0.61
CCCNC(=O)N1CC(=O)N2[C@H](CO)[C@@H](c3ccc(C#Cc4ccc(F)cc4)cc3)[C@H]2C1	3.1
COC(=O)c1ccc(CN2CC(=O)N3[C@H](CO)[C@@H](c4ccc(Br)cc4)[C@H]3C2)cc1	2.8
CC(=O)N1[C@H](CO)[C@H](c2ccc(C3=CCCC3)cc2)[C@@H]1CNC(=O)CC1CC1	4.4
C/C=C/c1ccc([C@@H]2[C@@H](CO)N3C(=O)CN(Cc4ccc(C)cc4)C[C@@H]23)cc1	1.2
O=C(CN1CCOCC1)N1CC[C@@H]2[C@@H](CO)Nc3ccc(Br)cc3[C@@H]21	1.8
O=C(CN1CCOCC1)N1CCCCN2[C@H](CO)[C@@H](c3ccc(Br)cc3)[C@@H]2C1	1.1
COc1ccc(NC(=O)N2CC(=O)N3[C@@H](CO)[C@@H](c4ccc(-c5ccc(C)cc5)cc4)[C@@H]3C2)cc1	0.082
C[C@@H]1CCCCO[C@@H](CN(C)S(=O)(=O)c2cn(C)cn2)[C@H](C)CN([C@H](C)CO)C(=O)c2cc(N(C)C)ccc2O1	1.5
CC(C)C#Cc1ccc([C@H]2[C@H](CO)N3C(=O)CN(C(=O)C4CCCCC4)C[C@@H]23)cc1	2.4
O=C(C1CC1)N1CC(=O)N2[C@@H](CO)[C@H](c3ccc(-c4ccccc4F)cc3)[C@@H]2C1	0.71
O=C(NC1CCCC1)N[C@@H]1C=C[C@H](CC(=O)N2CCOCC2)O[C@H]1CO	2.6
Cc1ccc(-c2ccc([C@H]3[C@H]4CN(C(=O)Nc5cccc(F)c5)CC(=O)N4[C@H]3CO)cc2)cc1	2.2
COc1cccc(-c2ccc(C3[C@@H]4CN(S(=O)(=O)c5ccccc5)C[C@H]3N4)cc2)c1 (stereo not given in full)	-1.4
CS(=O)(=O)N1[C@@H](C#N)[C@H](c2ccc(C#CC3CCCCC3)cc2)[C@@H]1CO	1.8
C[C@H](NC(=O)C[C@H]1CC[C@@H]2[C@H](COc3ccc(NS(=O)(=O)c4ccc(Cl)cc4)cc3C(=O)N2C)O1)c1ccccc1	0.0011
Cn1cnc(S(=O)(=O)N2C[C@H](O)COC[C@H]3O[C@@H](CC(=O)NCc4cccc(F)c4)CC[C@@H]32)c1	-0.31
CO[C@H]1CN(C)C(=O)c2cc(NC(=O)C3CCCCC3)ccc2OC[C@H](C)N(Cc2cccnc2)C[C@H]1C	1.4
Cc1ccccc1-c1ccc([C@H]2[C@H]3CN(C(=O)CN4CCOCC4)CCCCN3[C@H]2CO)cc1	-2.2
Cn1cnc(S(=O)(=O)N2CCCCN3[C@H](CO)[C@@H](c4ccc(-c5ccccc5F)cc4)[C@@H]3C2)c1	-11*
CCCNC(=O)N1C[C@H](C)[C@@H](OC)CN(C)C(=O)c2ccc(NC(=O)CC)cc2OC[C@@H]1C	0.68
O=C(Nc1ccc2c(c1)[C@H]1C[C@H](CC(=O)N3CCOCC3)O[C@H](CO)[C@H]1O2)Nc1ccccc1F	0.15
CCC(=O)NC[C@@H]1[C@@H](c2ccc(C3=CCCC3)cc2)[C@@H](CO)N1C(C)=O	1.9
N#C[C@H]1[C@H](c2ccc(C3=CCCCC3)cc2)[C@@H](CO)N1C(=O)c1ccccn1	0.49
C[C@H](NC(=O)C[C@@H]1C=C[C@H](NS(=O)(=O)c2cccc(F)c2)[C@H](CO)O1)c1ccccc1	3.1
CC(=O)N1CC(=O)N2[C@H](CO)[C@@H](c3ccc(C#Cc4cccnc4)cc3)[C@@H]2C1	0.74
O=C(c1cccc(F)c1)N1CCCCN2[C@H](C1)[C@@H](c1ccc(-c3cccnc3)cc1)[C@@H]2CO	0.89
N#C[C@@H]1[C@@H](c2ccc(C#CC3(O)CCCC3)cc2)[C@@H](CO)N1C(=O)C1CCCCC1	-1.8
CC(C)NC(=O)N1CCCCN2[C@H](CO)[C@@H](c3ccc(C#Cc4ccccc4)cc3)[C@@H]2C1	-7.5*
COCC(=O)N1[C@H](CO)[C@@H](c2ccccc2-c2ccccc2)[C@@H]1C#N	1.2
C/C=C/c1ccc([C@@H]2[C@H](CO)N(C(C)=O)[C@H]2CN(CC)C(=O)CN(C)C)cc1	-1.6

5 entries already listed, ordered by molecular weight, falling.
SMILES	IDE exosite FP
O=C(Nc1ccc2c(c1)[C@H]1C[C@H](CC(=O)N3CCOCC3)O[C@H](CO)[C@H]1O2)Nc1ccccc1F	0.15
O=C(c1cccc(F)c1)N1CCCCN2[C@H](C1)[C@@H](c1ccc(-c3cccnc3)cc1)[C@@H]2CO	0.89
CC(C)NC(=O)N1CCCCN2[C@H](CO)[C@@H](c3ccc(C#Cc4ccccc4)cc3)[C@@H]2C1	-7.5*
C/C=C/c1ccc([C@@H]2[C@H](CO)N(C(C)=O)[C@H]2CN(CC)C(=O)CN(C)C)cc1	-1.6
CCC(=O)NC[C@@H]1[C@@H](c2ccc(C3=CCCC3)cc2)[C@@H](CO)N1C(C)=O	1.9

Two entries from above, field by field.
O=C(c1cccc(F)c1)N1CCCCN2[C@H](C1)[C@@H](c1ccc(-c3cccnc3)cc1)[C@@H]2CO
  IDE exosite FP = 0.89

N#C[C@@H]1[C@@H](c2ccc(C#CC3(O)CCCC3)cc2)[C@@H](CO)N1C(=O)C1CCCCC1
  IDE exosite FP = -1.8

(list continues)
SMILES	IDE exosite FP
CC(C)C#Cc1ccc([C@H]2[C@H](C#N)N(C(=O)C3CCC3)[C@H]2CO)cc1	0.93
COc1ccc2c3c([nH]c2c1)[C@H](CO)N(Cc1ccccc1F)CC31CN(CC2CC2)C1	0.83
COc1cccc(C#Cc2ccc3c(c2)[C@@H]2[C@@H](CCN2C(=O)c2ccccc2F)[C@@H](CO)N3)c1	2
COc1ccc2c3c(n(C)c2c1)[C@H](CO)N(C(=O)Nc1ccc(F)cc1)CC31CN(C(=O)CN2CCOCC2)C1	-2.5
O=C(c1cccnc1)N1CCCCN2[C@H](CO)[C@@H](c3ccc(C#Cc4ccccn4)cc3)[C@H]2C1	-4.7*
CCC(=O)N1[C@H](CO)[C@@H](c2ccccc2-c2cccc(C)c2)[C@@H]1C#N	0.81
Cc1ccc(-c2ccc([C@@H]3[C@@H](CO)N4C(=O)CN(C(=O)CN5CCOCC5)C[C@@H]34)cc2)cc1	-1.4
O=C(NCC[C@H]1CC[C@@H](NC(=O)c2ccncc2)[C@@H](CO)O1)Nc1ccc(Cl)cc1	2.1
O=C(c1cccnc1)N1CC[C@@H]2[C@@H](CO)Nc3ccc(C4=CCCCC4)cc3[C@@H]21	1
CC(=O)NC[C@H]1[C@H](c2ccc(-c3cccnc3)cc2)[C@H](CO)N1C(=O)C1CC1	0.021
N#C[C@@H]1[C@@H](c2ccccc2-c2cccc(F)c2)[C@@H](CO)N1C(=O)C1CC1	-0.11
CCCNC(=O)[C@@H]1[C@@H](CO)[C@@H]2Cn3c(cccc3=O)[C@H]1N2CCC(F)(F)F	0.31
O=C1CN(Cc2ccc(F)cc2)C[C@H]2[C@H](c3ccc(-c4ccccc4F)cc3)[C@@H](CO)N12	-1.2
CCCC#Cc1ccc([C@@H]2[C@@H](CO)N3C(=O)CN(C(=O)Nc4ccccc4F)C[C@@H]23)cc1	1.9
CC(C)C#Cc1ccc([C@H]2[C@@H](C#N)N(C(=O)C3CCC3)[C@@H]2CO)cc1	2
COc1ccc2c3c([nH]c2c1)[C@@H](CO)N(C(=O)Nc1ccc(F)cc1)CC31CN(Cc2cc(F)ccc2F)C1	0.28
O=C(C1CCCCC1)N1CC(=O)N2[C@@H](CO)[C@H](c3ccc(-c4cccnc4)cc3)[C@@H]2C1	1.4
CO[C@@H]1CC[C@@H]2CCN(C)C(=O)[C@@H](C)N(C)C(=O)c3cccc(C#N)c3OC[C@@H]1O2	1.4
N#C[C@@H]1[C@@H](c2ccccc2-c2ccccc2F)[C@@H](CO)N1C(=O)C1CC1	3.2
N#C[C@@H]1N[C@@H](CO)[C@@H]1c1ccc(C#Cc2ccccc2F)cc1	-3.8*
Cc1ccccc1-c1ccc([C@H]2[C@H]3CN(S(C)(=O)=O)CCCCN3[C@H]2CO)cc1	-0.86
O=C1CN(S(=O)(=O)c2ccccc2)C[C@@H]2[C@@H](c3ccc(C#CCc4ccccc4)cc3)[C@@H](CO)N12	2.9
COCC#Cc1ccc([C@@H]2[C@H]3CN(C(=O)C4CCCCC4)CC(=O)N3[C@H]2CO)cc1	0.96
Cc1ccc(-c2ccc([C@@H]3[C@H](CO)N4CCCCN(S(=O)(=O)c5ccccc5C)C[C@@H]34)cc2)cc1	0.8
CCC(=O)N1C[C@@H](C)[C@H](OC)CN(C)C(=O)c2ccc(NC(=O)CC(F)(F)F)cc2OC[C@H]1C	2.6
Cc1ccc(-c2ccc([C@@H]3[C@@H](CO)N4C(=O)CN(C(=O)c5cccnc5)C[C@H]34)cc2)cc1	-0.43
O=S(=O)(c1cccs1)N1CCCCN2[C@@H](CO)[C@H](c3ccc(Br)cc3)[C@@H]2C1	2
CCc1csc(N2[C@H](C#N)[C@@H](c3ccc(-c4ccc(F)cc4)cc3)[C@@H]2CO)n1	5.3
C/C=C/c1ccc2c(c1)[C@@H]1[C@@H](CCN1C(=O)Cc1ccncc1)[C@@H](CO)N2C	-0.5
Cc1cccc(-c2ccc([C@@H]3[C@@H](CO)N4C(=O)CN(S(=O)(=O)c5cccc(F)c5)C[C@H]34)cc2)c1	-0.46
CCC(=O)N1[C@H](CO)[C@H](c2ccc(C3=CCCC3)cc2)[C@@H]1CNC1CCCCC1	0.0078

Source: PubChem (Broad Institute)

Not all compounds are listed; count on the stated rates, not on these rows.
